# Screens deposited in PubChem BioAssay by several laboratories.
# PPC-1+TRAIL kill – compounds killing PPC-1 cancer cells with TRAIL present, primary screen, TRAIL potentiator project, ATPLite luminescence, uHTS. PPC-1 cells + TRAIL, ATPLite viability luminescence. cell killing (% activity), % at 4 µM. 0.41% of 220,000 active;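 active means cell killing above 50% in the first pass at 4 µM, then a duplicate retest at 5 µM averaging 50% or more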;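 further: plate controls were cells with TRAIL plus DMSO for no effect and medium-only wells lacking cells for full effect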
# TRPN1 ag – zebrafish TRPN1 channel agonists, primary screen, cell-based, HEK293, calcium fluorescence; HEK293 zebrafish TRPN1-YFP, Fluo-8 calcium fluorescence; 100% = response to 87 µM carbachol; 0.18% of 220,000 active; AID 1424, 2008; activation, % at 3 µM;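 active means activation above its plate's cutoff, the mean activation of test wells on that plate plus 3 SD, cut at about 19% in these data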;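 further: 0% = DMSO alone and 100% = 87 µM carbachol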
#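 Control set: carbachol 87 µM as high control, DMSO as low control; system: HEK293 stable line with zebrafish TRPN1-YFP; read-out: % activation versus carbachol response; detection: intracellular calcium fluorescence with Fluo-8; doses: single test compound dose, 3 µM nominal, 0.3% DMSO; schedule: dye 1 h 37 °C plus 30 min RT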
# RBBP9 inh – human RBBP9 inhibitors, primary screen, biochemical, fluorescence polarization, FP-Rh probe, HTS. Serine hydrolase RBBP9 (Homo sapiens), O75884. recombinant RBBP9. inhibition, % at 7.94 µM. 0.2% of 220,000 active;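 active means inhibition above the campaign mean of all tested compounds plus 3 SD, cut at about 14% in these data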;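 further: plate controls were DMSO wells with RBBP9 for no effect and wells lacking RBBP9 protein for full effect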
# Target sequence (O75884 whole entry, looked up): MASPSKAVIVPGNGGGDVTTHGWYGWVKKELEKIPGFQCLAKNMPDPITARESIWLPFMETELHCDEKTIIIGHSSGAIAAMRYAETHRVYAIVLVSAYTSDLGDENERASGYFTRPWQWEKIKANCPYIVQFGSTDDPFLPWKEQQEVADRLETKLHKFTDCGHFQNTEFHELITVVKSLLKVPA
#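 Measured by: FP readout at 525/598 nm; material: recombinant human RBBP9; also added: Serine-hydrolase probe FP-Rh, 375 nM pre-mixing; medium: Tris buffer pH 8.0, NaCl, Pluronic; replication: one well per compound; doses: one concentration, 7.94 µM nominal, 0.794% DMSO; timing: preincubation 30 min plus labeling 45 min at 25 °C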
# CHOP inhibitor – inhibitors of CHOP promoter induction, primary screen, cell-based, unfolded protein response, luciferase reporter; CHO-K1 CHOP-promoter luciferase, tunicamycin-induced, 15-18 h; inhibition, % at 10 µM; 3.8% of 220,000 active;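 active means compounds that reduced the stress-induced luciferase reporter signal by more than about 70% of percent inhibition, limit read from the data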;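 further: 0% = tunicamycin plus vehicle and 100% = wells without tunicamycin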
# TNF death inh – inhibitors of TNF-alpha triggered necroptosis, primary screen, cell-based, Jurkat FADD-/-, single concentration; Jurkat FADD-/- TNF necroptosis rescue, ATP luminescence, 24 h; 0 = TNF only, 100 = no-TNF cells; 0.068% of 220,000 active; activation (protection from cell death), % at 10 µM;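 active means activation, meaning protection from cell death, of at least 50% relative to plate controls; inactive means activation below 50%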;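 further: necroptosis triggered by 40 ng/mL TNF-alpha added together with compound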
# TRPML3 agonist – human TRPML3 channel agonists, primary screen, cell-based, HEK293 TRPML3-YFP, Fluo-8 calcium fluorescence, 3 µM. 100% = the carbachol control signal. activation, % at 3 µM. 0.29% of 220,000 active;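 active means activation above its plate's cutoff, the mean activation of the plate's test wells plus 3 SD, cut at about 12% in these data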;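 further: 0% = DMSO only wells and 100% = carbachol wells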
# Target sequence (Q8TDD5 whole entry, looked up): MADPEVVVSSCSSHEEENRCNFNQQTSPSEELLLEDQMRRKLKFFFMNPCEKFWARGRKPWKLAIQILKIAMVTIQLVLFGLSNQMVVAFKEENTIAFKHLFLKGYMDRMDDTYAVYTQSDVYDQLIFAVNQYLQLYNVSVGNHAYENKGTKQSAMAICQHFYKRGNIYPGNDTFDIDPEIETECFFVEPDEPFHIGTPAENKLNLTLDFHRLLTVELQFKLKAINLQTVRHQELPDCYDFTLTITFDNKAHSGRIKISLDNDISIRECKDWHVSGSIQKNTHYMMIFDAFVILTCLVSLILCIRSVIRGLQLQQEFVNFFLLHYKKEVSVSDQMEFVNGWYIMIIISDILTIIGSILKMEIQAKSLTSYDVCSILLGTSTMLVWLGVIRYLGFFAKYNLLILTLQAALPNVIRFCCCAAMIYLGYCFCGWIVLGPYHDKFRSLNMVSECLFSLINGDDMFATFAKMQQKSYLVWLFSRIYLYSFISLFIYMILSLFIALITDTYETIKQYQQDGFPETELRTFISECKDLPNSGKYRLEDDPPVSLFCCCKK
#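 Test system – HEK293 line with stable expression of human TRPML3-YFP channel · Control set – carbachol 87 µM final as high control (100%), DMSO as low control (0%) · Signal – Fluo-8 calcium dye fluorescence, ex 470-495, em 515-575 nm · Incubation – 1-h 37 °C dye load, 5-s basal, 120-s post-compound reads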
# Wee1 degr inh – Wee1 degradation inhibitors, primary screen, cell-based, HeLa, Wee1K328M-luciferase, luminescence; Wee1-like protein kinase (Homo sapiens), P30291; HeLa Luc-Wee1K328M stability; 100% = proteasome inhibitor MG132 effect; reporter increase, % at 5 µM; 1.2% of 220,000 active;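 active means activation above the mean of all tested compounds plus 3 SD, set per screening run, cut at about 8.8% in these data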;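 further: cells exposed to compound for 20 h before luminescence read; 0% = DMSO alone and 100% = MG132 at 30 µM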
# BaF3 parental – parental Ba/F3 cell viability inhibition, counter-screen for JAK2V617F inhibitor project, murine pro-B, CellTiter-Glo luminescence. inhibition, % at 5.6 µM. 1.1% of 220,000 active. CellTiter-Glo ATP luminescence;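 active means inhibition above a per-campaign cutoff, the mean inhibition of all tested compounds plus 3 SD, cut at about 27% in these data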;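 further: 0% = DMSO wells and 100% = JAK Inhibitor I control wells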
# Ba/F3 V617F tox – reduced viability of JAK2V617F-dependent Ba/F3 cells, primary screen, JAK2V617F inhibitor project, cell-based, Ba/F3 EpoR-JAK2V617F, luminescence. 1.1% of 220,000 active. inhibition, % at 5.6 µM. ATP luminescence;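 active means inhibition above the campaign mean plus 3 SD over all tested compounds, cut at about 24% in these data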;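 further: cytokine-independent growth of Ba/F3 cells driven by EpoR plus mutant JAK2; 0% = DMSO-treated cells and 100% = JAK inhibitor I control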
# Starred values were filed as active, the others as inactive; . = not tested or not shown; [ ] = another dose, or the depositor's remark.
SMILES,PPC-1+TRAIL kill,TRPN1 ag,RBBP9 inh,CHOP inhibitor,TNF death inh,TRPML3 agonist,Wee1 degr inh,BaF3 parental,Ba/F3 V617F tox
Cn1c(=O)c2c(nc(OCCc3ccccc3)n2C)n(C)c1=O,16,1.0,2,19,0.5,-0.1,3,7,3
Cc1ccc(CNC(=O)Cn2cccc2C(=O)c2ccccc2)cc1,13,-0.3,-4,-28,-0.3,-0.3,3,11,4
CC(C)(C)[C@H]1C=C(C(=O)N2CCOCC2)O[C@@H](OCCCCO)C1,7,1.1,-10,14,0.7,0.9,-3,-2,-4
Nc1ccc(N2CCCCCC2)cc1,32,-0.5,8,.,-10,0.3,1,59*,43*
O=C(N/N=C\c1ccc(-c2ccc(Cl)c(Cl)c2)o1)C(=O)N1CCCC1,1,-0.4,-4,69,-1.9,0.3,-2,1,-5
CCOc1ccc2oc(C(=O)NCC(C)(C)CN(C)C)c(C)c2c1,8,0.7,-12,-9,0.9,-0.2,0,2,2
CCN(CC)CCNC(=O)Cn1nc(Cc2cccnc2)c2ccccc2c1=O,20,1.7,-2,7,0.1,0.6,-1,3,3
CCCCN(C)C1CCN(C(=S)Nc2ccc(OC)cc2)CC1,-32,1.2,-9,9,0.0,1.0,2,1,1
Cn1nc(-c2ccccc2)cc1NC(=O)Nc1ccc(C(C)(C)C)cc1,-16,0.9,-14,105*,0.9,0.9,-3,2,3
O=C(NCc1ccccc1C(F)(F)F)C12CN(Cc3ccccc3)CC1C(c1ccc([N+](=O)[O-])cc1)=NO2 (configuration not stated),-14,1.8,-9,-13,-3.3,1.6,0,5,0
CN1CCN(C2=Nc3cc(F)ccc3Cc3ccccc32)CC1,-6,1.1,-5,-5,.,1.2,4,-5,3
O=C(CN1C(=O)COc2ccccc21)N(Cc1ccc2c(c1)OCO2)CC1CCCO1 (configuration not stated),2,1.0,2,-14,-0.9,-0.1,3,2,-1

# 3 entries out of the list, ordered by SMILES length, ascending:
SMILES,PPC-1+TRAIL kill,TRPN1 ag,RBBP9 inh,CHOP inhibitor,TNF death inh,TRPML3 agonist,Wee1 degr inh,BaF3 parental,Ba/F3 V617F tox
CN1CCN(C2=Nc3cc(F)ccc3Cc3ccccc32)CC1,-6,1.1,-5,-5,.,1.2,4,-5,3
Cn1c(=O)c2c(nc(OCCc3ccccc3)n2C)n(C)c1=O,16,1.0,2,19,0.5,-0.1,3,7,3
O=C(NCc1ccccc1C(F)(F)F)C12CN(Cc3ccccc3)CC1C(c1ccc([N+](=O)[O-])cc1)=NO2 (configuration not stated),-14,1.8,-9,-13,-3.3,1.6,0,5,0

# Further entries.
SMILES,PPC-1+TRAIL kill,TRPN1 ag,RBBP9 inh,CHOP inhibitor,TNF death inh,TRPML3 agonist,Wee1 degr inh,BaF3 parental,Ba/F3 V617F tox
COc1ccc(-c2nc(C#N)c(NCc3cccnc3)o2)cc1OC,-21,-1.0,-2,4,-2.3,0.2,-1,2,2
COc1ccc(/C=C/C(=O)c2cc(F)ccc2OC(=O)c2ccccc2)cc1OC,.,1.0,-9,.,-21,0.5,-1,1,0
COc1ccc(CC2(CO)CCN(Cc3cccnc3)CC2)cc1,1,0.2,-9,13,1.8,0.4,-3,10,8
COc1ccccc1-c1ccc(Nc2cccc(C(C)=O)c2)nn1,15,-0.8,-1,20,-1.0,0.3,-1,2,-3
CSc1cc(-c2ccccc2)n(Cc2ccccc2Cl)c(=O)c1C#N,21,-0.3,-4,.,-6.2,0.0,0,0,-2
COc1ccccc1/C=N/NC(=O)CC(=O)Nc1ccc(Cl)c(Cl)c1,-5,-0.2,-19,27,-0.3,0.7,0,7,0
CCc1ccccc1OCCOc1ccc(C)cc1OC,7,0.1,6,-2,-2.9,-0.9,1,-1,-5
CCOC(=O)NC1(NC2CCCCC2)Oc2ccccc2O1,-4,1.0,-1,47,-9.7,0.2,-3,2,2
CCOC(=O)c1cc(C#N)c(SCC(=O)OC)[nH]c1=O,-14,1.3,8,15,3.2,0.8,-2,-4,0
COc1ccc(Cl)cc1S(=O)(=O)Nc1ccncc1,-5,3.9,-7,42,-0.3,0.5,-3,4,-3
COc1ccc(-c2noc(Cc3cccs3)n2)cc1,3,0.1,-1,38,0.9,-0.8,6,9,9
CCc1cc(C(=O)COc2ccccc2F)c(O)cc1O,16,-1.9,1,69,-1.2,-0.4,3,2,0
CC(NC(=O)Nc1ccc([N+](=O)[O-])cc1)C(c1cccs1)N1CCCC1 (configuration not stated),18,-0.2,-7,-21,3.0,0.6,-3,3,-2
O=C(NC1CC1)c1cc(-c2ccccn2)nc2ccccc12,-21,0.4,-7,8,-1.3,-0.4,1,4,-1
CCOC(=O)c1c(NC(=O)CSC2=NN3CCCC(=O)N=C3S2)sc2c1CCCCC2,-17,-0.2,-6,11,3.0,0.5,-1,0,-2
COCCNC(=S)N1CCOCC1,8,0.7,-5,-8,1.8,1.0,-1,2,-3
CC(=O)OCCOc1nc(N(C)C)nc(N(C)C)n1,-13,0.0,4,15,-0.1,0.0,-4,4,-4
CCCC(C(=O)NCc1ccco1)N(C(=O)CNS(=O)(=O)c1ccccc1)c1ccc(OC)cc1 (configuration not stated),.,-0.2,-11,-6,-0.4,-1.1,-1,2,3
CCn1c(SCCC#N)nnc1-c1ccncc1,6,0.6,-8,2,1.3,-0.2,3,2,-5
Cc1ccc(NC(=O)CCn2c(=O)oc3ccccc32)cc1,8,1.4,6,1,1.5,1.1,-1,8,-2
Cc1ccc(/C=C/C(=O)O)cc1S(=O)(=O)N(C)CCO,11,-0.1,3,14,2.1,0.2,-1,4,-4
O=C(NCC1OCCc2ccccc21)c1cc(COc2c(F)cccc2F)on1 (configuration not stated),10,-1.3,-9,-16,1.5,0.3,-2,103*,98*
CCOc1ccc(CN2CCN(Cc3cc4c(cc3Cl)OCO4)CC2CCO)cc1 (configuration not stated),9,-0.3,-5,6,4.4,0.3,4,3,0
Cc1ccc2nc(N3CCOCC3)c(C=O)c(=O)n2c1,-3,2.0,-7,20,0.0,1.3,-1,6,-1
COC(=O)[C@@]1(Cc2ccc(OC)cc2)[C@H]2c3cc(C(=O)N(C)C)n(Cc4ccc(OC(F)(F)F)cc4)c3C[C@H]2CN1C(=O)c1ccccc1,8,2.0,-4,33,3.7,0.5,2,4,-8
CC(C)C(c1nnnn1Cc1ccco1)N1CCN(c2nc3ccccc3s2)CC1 (configuration not stated),-22,0.8,-11,36,-1.4,1.1,5,2,4
O=C(NCc1cccnc1)C1CCN(S(=O)(=O)c2cccnc2)CC1,35,-0.8,2,1,0.4,-0.5,0,4,0
Cc1c(NC(=O)CSc2nc3c(cnn3-c3ccccc3)c(=O)[nH]2)c(=O)n(-c2ccccc2)n1C,20,-1.2,7,12,0.2,0.9,6,2,-2
Cc1csc2c(N3CCN(C(=O)c4ccc(C(C)(C)C)cc4)CC3)ncnc12,16,7.8,-2,16,-8.1,2.7,0,2,-1
Cc1ccc(NC(=O)COC(=O)/C=C/c2ccccc2)cc1S(=O)(=O)N1CCOCC1,11,3.7,-9,11,1.5,0.3,-1,-2,-2
O=C1CCCCC1C(=O)c1cn(-c2ccc(Cl)c(Cl)c2)nn1 (configuration not stated),-44,0.9,4,-21,0.5,0.2,2,4,-1
CC1(C(=O)CSc2n[nH]c(-c3ccccc3Cl)n2)CCC(=O)O1 (configuration not stated),15,-0.2,-11,19,1.3,-0.5,2,6,-2
CC(C)(C)c1[nH]nc2c1C(c1ccco1)C(C#N)=C(N)O2 (configuration not stated),12,-0.5,-5,16,-0.4,0.6,0,-3,3
Cc1onc(-c2c(Cl)cccc2Cl)c1C(=O)NC(=S)Nc1sc2c(c1C(N)=O)CCC(C)C2 (configuration not stated),-19,-0.2,-8,2,0.7,0.6,2,2,-1
Cn1c(=O)c2c(nc(CN3CCN(C(=O)c4ccco4)CC3)n2Cc2ccccc2)n(C)c1=O,7,0.7,-3,-13,-1.0,-0.5,2,3,-3
Cc1cc(N2CCOCC2)nc(SCC(=O)OCc2ccccc2)n1,13,0.5,2,16,0.1,0.0,-1,5,-2
Cc1ccc(S(=O)(=O)N(CC(=O)Nc2cccc([N+](=O)[O-])c2)Cc2ccc(Cl)cc2)cc1,1,-0.4,-2,41,1.5,0.8,2,7,0
NC(=O)C1CCN(c2cc(Cl)ccc2[N+](=O)[O-])CC1,17,-2.2,10,-12,1.1,-0.7,0,0,0
NC(N)=NS(=O)(=O)c1ccc(NC(=S)NC(=O)c2ccccc2)cc1,2,2.6,0,-4,3.0,0.2,-1,2,-3
Cc1ccc(C)c(Cn2cnc3c(cnn3C(C)(C)C)c2=O)c1,8,0.1,0,9,-1.4,-1.7,-2,4,0
CN(C)c1ccc(C(C(=O)NC(C)(C)C)N(C(=O)c2csnn2)C2CC2)cc1 (configuration not stated),30,-0.4,-11,11,0.5,-0.1,3,2,-2
c1cn(CCCNc2ncnc3nc[nH]c23)cn1,7,1.6,2,-2,1.7,0.5,2,0,0
CC(=O)Nc1ccc2nc(CN3CCN(CC(C)C)C(CCO)C3)ccc2c1 (configuration not stated),-7,1.2,-16,-2,0.2,-0.2,-1,2,4
O=C(OCC(=O)c1c[nH]c2ccccc12)c1cc2ccccc2cc1O,20,1.3,-20,73*,-1.6,0.3,0,8,3
O=C(COC(=O)c1ccc([N+](=O)[O-])o1)NC1CCS(=O)(=O)C1 (configuration not stated),11,1.2,-3,-24,0.6,0.6,-3,4,0
Cc1csc(NC(=O)c2ccc(C)c(S(=O)(=O)N3CCOCC3)c2)n1,16,0.6,-2,0,2.7,1.6,1,-2,-2
CN(C(=O)c1c(Cl)cnn1C)C12CC3CC(CC(C3)C1)C2,4,0.0,1,0,-0.8,-0.6,-2,8,4
Cc1cc(SCC(N)=O)nc(SCC(=O)c2ccccc2)n1,31,1.5,-15,-2,-0.2,1.0,-2,2,1
CC(C)c1ccc(CNc2ccc(N3CCOCC3)cc2)cc1,22,0.4,-3,-17,-1.1,0.0,-4,8,0
CSc1cccc(NC(=O)Nc2ccccc2)c1,10,8.2,-5,28,2.5,2.7,2,6,0
CCOc1cc(C(=O)OCC(=O)c2c[nH]c3ccccc23)ccc1OCC(=O)N1CCOCC1,-5[5 µM],2.2,-6,4,-1.0,1.3,0,7,0
